Compound activity (PubChem)
D1 potentiator: enhances dopamine response at the human D1 receptor | 0.036% of 360,000 active | HEK293 TREx D1 cells, calcium flux, dopamine EC20 potentiation | P21728 | potentiation, % at 10 µM; in the data active = potentiation above about 30%; also: 0% is about no effect
Target sequence (P21728 whole entry, looked up): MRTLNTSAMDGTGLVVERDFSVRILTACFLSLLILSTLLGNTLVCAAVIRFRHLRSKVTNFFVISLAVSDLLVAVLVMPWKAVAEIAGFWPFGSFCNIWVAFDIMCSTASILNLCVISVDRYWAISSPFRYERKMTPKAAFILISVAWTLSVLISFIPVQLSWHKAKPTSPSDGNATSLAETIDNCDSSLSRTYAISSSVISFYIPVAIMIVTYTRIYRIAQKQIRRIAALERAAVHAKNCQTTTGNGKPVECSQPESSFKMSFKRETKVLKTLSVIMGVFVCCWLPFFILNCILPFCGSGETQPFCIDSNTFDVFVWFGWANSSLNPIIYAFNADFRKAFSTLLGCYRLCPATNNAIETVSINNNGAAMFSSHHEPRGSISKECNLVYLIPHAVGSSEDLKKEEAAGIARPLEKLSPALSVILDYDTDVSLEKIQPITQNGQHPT
RXFP1 antagonist: RXFP1 (human) relaxin receptor antagonism | activity change, negative = inhibition, % at 57.5 µM | Q9HBX9 | HEK293-RXFP1, relaxin-stimulated cAMP HTRF, 30 min; stronger effect = lower value | 0.59% of 350,000 active;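 active = activity change of -60% or lower, but not beyond a set lower limit; inconclusive = change between -60% and -40%, or beyond the set limit; inactive = change above -40%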; also: % is scaled to controls: 0 for no effect and ±100 for the full control effect
Vif-A3F inh: Vif-A3F binding inhibition; Potency, µM (highest dose often 46.1 µM), for the others: top-dose activity, negative = active; 0.2% of 390,000 active; HeLa A3F-eYFP + Vif (tagged APOBEC3F with the HIV-1 protein that degrades it), YFP fluorescence increase; AID 602313; also: potency is read from the fitted curve at half-maximal effect; % of control where 0% means no effect; nearly all actives have a fitted effect of over 65% in size
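Fluorescence increase (Ex 488/Em 500-530) after overnight compound treatment at 37 deg C flags inhibition of Vif-driven A3F-eYFP loss in stable HeLa A3F-eYFP/Vif cells seeded overnight beforehand.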
D1 antagonist: blocks dopamine activation of the human D1 receptor. P21728. HEK293 TREx D1 cells, calcium flux, dopamine EC80; stronger effect = lower value. activity change, negative = inhibition, % at 10 µM. 3.2% of 360,000 active. AID 504652; in the data active = activity change below about -30%; also: % is scaled to controls: 0 for no effect and ±100 for the full control effect
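Tetracycline-induced HEK293 T-REx cells with force-coupled D1 receptor were loaded with a no-wash calcium dye. Compound was added after a 10 s baseline and read kinetically for 180 s; EC80 dopamine was then added and calcium flux followed another 180 s.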
D2 PAM: positive allosteric modulators of human D2 dopamine receptor; P14416; HEK293 T-REx D2, calcium flux, EC20 dopamine potentiation; potentiation, % at 10 µM; 0.34% of 340,000 active; AID 485347;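 active = potentiation over 3 SD above the plate norm, cut at about 30% in these data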; also: 0% is about no effect
Target sequence (P14416 whole entry, looked up): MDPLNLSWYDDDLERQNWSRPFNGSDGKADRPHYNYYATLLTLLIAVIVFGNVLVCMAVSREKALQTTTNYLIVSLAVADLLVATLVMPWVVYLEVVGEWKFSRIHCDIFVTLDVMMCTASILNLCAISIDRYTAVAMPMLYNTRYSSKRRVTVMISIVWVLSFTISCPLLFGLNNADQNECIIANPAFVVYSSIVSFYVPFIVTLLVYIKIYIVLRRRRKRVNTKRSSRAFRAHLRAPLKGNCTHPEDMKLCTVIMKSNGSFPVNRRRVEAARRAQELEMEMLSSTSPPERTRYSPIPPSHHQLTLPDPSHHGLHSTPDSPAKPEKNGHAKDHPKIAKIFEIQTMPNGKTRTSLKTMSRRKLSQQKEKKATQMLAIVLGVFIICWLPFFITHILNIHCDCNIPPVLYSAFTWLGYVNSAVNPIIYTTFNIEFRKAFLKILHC
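Primary screen. Calcium kinetics in induced HEK293 T-REx D2 cells: compound pre-addition 180 s, EC20 dopamine, 180 s more.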
D1 ag: human D1 receptor agonism; P21728; HEK293 T-REx D1 cells, calcium flux, agonist mode; activation, % at 2 µM; 1% of 360,000 active; in the data active = activation above about 30%; also: 0% is about no effect
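Agonism was scored from calcium flux recorded over 180 s (1 read/s) after pintool compound addition, following a 10-cycle baseline. Cells were inducible force-coupled HEK293 TREx D1, plated overnight at 30 C and loaded with no-wash calcium dye.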
RXFP1 ag: agonists of human relaxin receptor RXFP1. Q9HBX9. HEK293T-RXFP1 cAMP TR-FRET, 30 min; response scale: percent of porcine relaxin response, buffer zero. Potency, µM (doses to about 57.5 µM), without a hit: top-dose activation, usual class: activators. 0.3% of 370,000 active; also: potency is read from the fitted curve at half-maximal effect; % is scaled to controls: 0 for no effect and ±100 for the full control effect; nearly all actives have a fitted effect of over 60% in size; many of its hits are not listed in these tables
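HEK293T cells stably expressing RXFP1 were pretreated with the PDE4 inhibitor Ro 20174, exposed to compounds for 30 min at 37C, lysed, and cAMP was read by TR-FRET. Data normalized to buffer (basal) and 29 nM porcine relaxin (100%).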
Vif-APOBEC3G blk: Vif-A3G binding inhibition; Q9HC16; HeLa A3G-eYFP + Vif (tagged APOBEC3G with the HIV-1 protein that degrades it), YFP fluorescence, overnight; Potency, µM (series often up to 46.1 µM), for the others: top-dose activity, negative = active, hits mostly inhibitors; 0.076% of 410,000 active; AID 602310;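 also: potency is read from the fitted curve at half-maximal effect; % is scaled to controls: 0 for no effect and ±100 for the full control effect; nearly all actives have a fitted effect of over 60% in size; hits raise eYFP signal because A3G escapes Vif-driven loss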
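Read-out is eYFP fluorescence (Ex 488/Em 500-530) from Vif-expressing HeLa A3G-eYFP cells; more signal means A3G escaped Vif-mediated degradation. Cells plated overnight, compound pinned in, incubated overnight at 37 deg C.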
Glioma ERSR ind: induces the endoplasmic reticulum stress response in human glioma cells. 0.02% of 420,000 active. AID 602332. U87-MG GRP78 promoter luciferase reporter, 16 h. Potency, µM, without a hit: at the highest dose activation, usual class: activators; also: potency is read from the fitted curve at half-maximal effect; series mostly up to about 76 µM; % of control where 0% means no effect; nearly all actives have a fitted effect of over 35% in size
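Stably transfected U87-MG human glioma cells carrying a GRP78-based luminescent sensor were seeded at 1000 cells/well, pin-dosed with compounds and incubated 16 h. Luciferase reagent was then added, and end-point luminescence was read after 10 min at room temperature.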
* marks the source's active call; other numbers are inactive results; ? = inconclusive; / = not tested or not shown; [ ] = dose if it differs, or a comment. Unless noted, calls follow the shape of the dose curve; as a rule, active = well fitted curve in the direction sought with a large enough effect; inconclusive = small, poorly fitted or top-dose-only effect, or another doubt; inactive = no such curve, though single readings can be large; an effect the other way counts as inactive or inconclusive. Not all compounds are listed, so the mix of outcomes need not match the whole.

SMILES	D1 potentiator	RXFP1 antagonist	Vif-A3F inh	D1 antagonist	D2 PAM	D1 ag	RXFP1 ag	Vif-APOBEC3G blk	Glioma ERSR ind
CCOc1ccc2nc(NC(NC(C)=O)(C(=O)OC)C(F)(F)F)sc2c1 (centres undefined)	-1.2	-4.6	-8.5%	-7.2	15.0	4.8	2.6%	4.0%	-0.4%
CCN(c1ccccc1)S(=O)(=O)c1c(-c2ccc(C)cc2)csc1C(=O)OC	11.1	-13.7	4.0%	32.4	-16.5	4.7	0.7%	6.9%	-2.8%
Cc1cc(NC(=S)N(CCCN2CCOCC2)Cc2ccco2)ccc1Cl	-5.2	-6.6	16.1%	-13.6	-15.1	8.4	0.5%	1.6%	-3.5%
COc1ccc(S(=O)(=O)N/N=C(/C)c2ccncc2)c(OC)c1	2.4	9.9	0.5%	-16.9	-0.6	0.4	0.3%	2.7%	-1.7%
CCc1ccc(NC(=O)CSc2ccnc(=O)[nH]2)cc1	3.4	/	?	/	12.7	4.0	1.7%	-0.7%	8.0%
COc1ccc(-c2nc3ncccn3c2Br)cc1	4.0	4.3	8.7%	6.1	5.3	-0.8	-0.3%	0.3%	3.4%
Cc1cc(OC(C)C(=O)NC2CC(C)(C)NC(C)(C)C2)c2c(C)cc(=O)oc2c1 (centres undefined)	1.0	3.5	-4.9%	21.7	7.4	0.8	4.6%	-2.0%	0.2%
COc1ccc(/C=N\NC(=O)c2cccc([N+](=O)[O-])c2)cc1Cn1cc([N+](=O)[O-])cn1	-3.6	/	/	4.9	-5.9	0.3	1.1%	/	/
CCOC(=O)COc1ccc(/C=C2\NC(=S)N(CC)C2=O)cc1	-6.9	-5.7	3.7%	-9.6	15.0	13.7	-0.5%	1.0%	?
COc1ccccc1OCCNC(=O)Cc1ccc(S(=O)(=O)N2CCOCC2)s1	5.9	-10.8	-8.1%	0.6	6.6	3.7	1.0%	-0.4%	-5.2%
COc1ccc(C2N(S(=O)(=O)c3ccccc3)CCN2S(=O)(=O)c2ccc(C)cc2)cc1 (centres undefined)	-1.2	-7.9	-1.1%	-10.8	/	4.0	3.2%	-0.4%	-2.8%
COc1ccc(C)c2sc(NC(=O)c3ccc(S(=O)(=O)N4CCCCC4)cc3)nc12	-0.5	/	4.4%	6.2	-0.6	0.9	-1.8%	1.8%	-2.8%
COc1ccc(NC2=C(c3ccccc3)C(=O)c3ccccc32)cc1Cl	-1.4	-9.8	0.4%	-13.8	0.5	0.5	0.1%	-2.1%	-4.4%
O=C(COc1ccccc1[N+](=O)[O-])NCC1(N2CCOCC2)CCCCC1	/	-27.0	-12.3%	/	/	/	/	-3.5%	-2.2%
Cc1cc(C)nc(-n2nc(C)cc2NC(=O)c2cccc(S(=O)(=O)N3CCOCC3)c2)n1	-1.4	1.5	-2.6%	-8.5	-15.9	0.4	2.9%	-6.9%	-1.7%
Cc1oc2c(C)c3oc(=O)c4c(c3cc2c1C)CCCC4	5.0	-15.9	-2.4%	-5.3	10.6	0.8	6.5%	-3.5%	-1.7%
Cc1noc(C)c1C(=O)NCc1ccccc1	-2.3	-5.6	4.2%	12.6	-4.6	-0.1	-0.2%	-1.8%	-3.5%
Cc1nn(-c2ccccc2)c2c1C(c1ccc(Cl)cc1)N(c1ccccc1)C(=O)N2 (centres undefined)	8.1	-7.3	7.4%	-3.7	-1.2	1.8	1.5%	-9.6%	-2.7%
O=C(CCC1CCCCC1)Nc1nccs1	4.2	-1.4	4.2%	3.6	-4.8	7.2	0.2%	-2.3%	3.7%
CCn1cc(C(=O)NCC(=O)NCCCN2CCOCC2)c(=O)c2cc3c(cc21)OCO3	1.1	-1.3	2.0%	18.5	19.1	3.9	8.1%	2.8%	-2.2%

Two of these compounds, set out differently.
Values in the order – D1 potentiator | RXFP1 antagonist | Vif-A3F inh | D1 antagonist | D2 PAM | D1 ag | RXFP1 ag | Vif-APOBEC3G blk | Glioma ERSR ind
> COc1ccccc1OCCNC(=O)Cc1ccc(S(=O)(=O)N2CCOCC2)s1
→ 5.9 | -10.8 | -8.1% | 0.6 | 6.6 | 3.7 | 1.0% | -0.4% | -5.2%
> COc1ccc(C2N(S(=O)(=O)c3ccccc3)CCN2S(=O)(=O)c2ccc(C)cc2)cc1 (centres undefined)
→ -1.2 | -7.9 | -1.1% | -10.8 | / | 4.0 | 3.2% | -0.4% | -2.8%

Going on with the list:
SMILES	D1 potentiator	RXFP1 antagonist	Vif-A3F inh	D1 antagonist	D2 PAM	D1 ag	RXFP1 ag	Vif-APOBEC3G blk	Glioma ERSR ind
COc1ccc([C@]23Cc4ccccc4C(O2)c2c(c4ccc(OC)cc4oc2=O)O3)cc1	-2.6	/	/	7.7	/	0.8	3.0%[11.5 µM]	/	/
Cc1cc(C(F)F)n2ncc(C(=O)NCCc3ccc(Cl)cc3)c2n1	-3.8	-14.6	-14.2%	2.8	3.0	1.1	4.7%	-0.3%	-1.4%
CCOc1ccccc1C1C2=C(COC2=O)Nc2cc3c(cc21)OCO3 (centres undefined)	0.3	-30.8	-10.8%	10.6	7.7	20.6	-1.2%	-29.3%	-6.0%
O=C1c2cccnc2C(Nc2ccc(F)c(Cl)c2)N1Cc1cccs1 (centres undefined)	-1.3	-1.4	2.7%	-10.2	4.7	5.0	-2.3%	1.1%	-2.3%
COc1cc(C=C(c2nc3ccccc3s2)c2nc3ccccc3s2)ccc1O	-1.0	-12.7	-19.3%	0.7	-3.2	6.0	0.2%	-26.5%	3.4%
Cc1ccc(NC(=S)N(Cc2cccc(Br)c2)CC2CCC(C(=O)O)CC2)cc1Cl (centres undefined)	-6.8	-5.4	15.1%	-9.8	-29.2	0.5	1.0%	-0.4%	5.9%
O=c1c(C(c2ccc(Br)cc2)c2c(O)nc3n(c2=O)CCCS3)c(O)nc2n1CCCS2	-8.8	-24.5	2.5%	6.5	12.6	1.8	6.2%	-0.1%	-1.3%
Cc1ccc(Cl)cc1NC(=O)c1oc2ccc(S(=O)(=O)N3CCC4(CC3)OCCO4)cc2c1C	-1.8	1.4	0.4%	-9.0	7.7	-2.8	?	-9.4%	-4.3%
CCOC(=O)C1C(C(=O)NN)C1C(=O)Nc1ccccc1 (centres undefined)	1.8	-7.0	15.4%	3.1	-13.1	-1.0	-2.9%	-7.2%	-3.6%
COc1ccc(-c2nnc(SCC(=O)O)n2Cc2ccccc2)cc1	-0.2	5.0	-26.7%	-10.8	11.7	-2.2	-2.7%	-10.5%	-1.2%
COc1ccc(C(=O)Nc2ccnn2C2CCN(Cc3ccn[nH]3)CC2)cc1	2.9	2.9	3.6%	-6.3	9.5	-0.3	-0.4%	7.5%	6.6%
Cn1nc(NC(=O)C2CCC2C(=O)O)c2c(F)cccc21 (centres undefined)	5.7	6.7	-1.5%	2.2	3.2	2.1	-0.7%	1.8%	-4.8%
O=C(CCn1c(=O)c2cccn2c2cccnc21)N1CCN(c2cccc(C(F)(F)F)c2)CC1	-5.5	-0.1	-13.2%	-4.9	-6.8	4.5	0.9%	6.9%	-5.1%
O=C(Nc1cccc(C(F)(F)F)c1)c1cc(-c2ccc(Cl)s2)nc2ccccc12	0.5	2.1	-5.0%	-3.2	-9.6	7.3	8.8%	1.6%	-3.7%
O=C(CN1C(=O)NC(c2ccccc2)(c2ccccc2)C1=O)NCC(=O)Nc1ccc(F)cc1	/	-3.0	1.8%	-3.9	-17.1	6.7	0.8%	0.2%	-3.9%
Cn1c(SCCCC(=O)c2ccc(Br)cc2)nnc1-c1ccncc1	-3.5	-1.8	-6.9%	-3.8	-2.4	5.4	0.6%	-0.5%	-3.7%
Cc1ccc(-c2cc(C(F)F)nc(N3CCOCC3)n2)cc1	0.7	-7.0	?	13.1	7.4	3.4	0.1%	-2.9%	-1.5%
CCCNC(=O)CCCCn1c(=S)[nH]c2c([nH]c3ccc(OC)cc32)c1=O	-1.1	-18.6	0.2%	-1.1	-1.7	1.5	6.1%	-0.8%	-3.2%
CCS(=O)(=O)Nc1ccc(C2=NN(C(=S)Nc3ccccc3)C(c3ccco3)C2)cc1 (centres undefined)	-16.7	/	2.0%	-29.7	/	2.2	4.1%	-28.6%	3.8%
Cc1ccc2c(c1)NC(=O)c1cc([N+](=O)[O-])ccc1O2	-1.1	12.3	-6.8%	1.8	-6.5	-0.3	-1.1%	0.3%	0.7%
COc1ccccc1N1CCN(Cc2cc3c(cc2[N+](=O)[O-])OCO3)CC1	-7.3	-2.9	1.6%	-19.5	-17.3	-2.3	-0.2%	7.7%	-4.1%
Cc1cc(-c2nc3ncccc3o2)ccc1NC(=O)c1ccc(Br)cc1	1.4	/	-4.1%	4.5	2.2	1.4	3.1%	-2.7%	-1.7%
CCCN(CCC)CCCNC(=O)CCNS(=O)(=O)c1ccc(Br)cc1	-7.3	-16.8	-1.3%	2.4	-0.1	2.0	3.6%	0.6%	-2.0%
O=C(Nc1ccc(Oc2cccc(C(F)(F)F)c2)nc1)c1ccco1	-1.1	-8.5	-3.9%	-40.6*	1.3	12.3	0.2%	0.1%	-1.0%
O=C(NCC(c1cccnc1)N1CCc2ccccc21)c1cccc(F)c1 (centres undefined)	-2.7	-14.5	0.7%	-13.1	0.9	1.1	2.4%	-0.2%	-0.3%
O=C(NN=Cc1ccccc1C(=O)O)C(=O)NN=Cc1ccccc1C(=O)O	/	-2.5	-6.4%	/	/	/	/	1.1%	-3.0%
CCOc1ncccc1C(=O)Nc1ccc(F)c(Cl)c1	-2.9	-20.4	-3.3%	14.2	3.2	4.4	-1.7%	4.4%	0.9%
O=C(Nc1cnn(C23CC4CC(CC(C4)C2)C3)c1)c1cnn2c(C(F)(F)F)cc(-c3ccco3)nc12	-1.0	6.1	-2.0%	-9.2	-5.2	3.1	0.8%	1.2%	0.2%
O=C(Nc1cc(C(F)(F)F)ccc1-n1cncn1)c1ccc(Br)cc1	12.4	-10.5	16.3%	2.9	-1.7	1.9	0.6%	-1.3%	-7.2%
O=C1OC(c2cccs2)=N/C1=C/c1ccc(-c2cccc(C(=O)O)c2)o1	-5.3	1.1	-8.0%	-16.3	13.5	2.8	-1.6%	-0.6%	-3.0%
CC(C)(CO)NC(=O)C(c1ccccc1)c1ccccc1	-2.2	26.6	-1.8%	14.1	-2.2	-1.9	1.1%	1.0%	-2.9%
CCCC(=O)N(CCN1CCOCC1)c1nc2c(F)cc(F)cc2s1	2.2	16.1	-32.8%	2.5	3.5	-0.4	2.9%	-0.3%	1.0%
